# Rac1 GTP hydrolysis – MgcRacGAP GTPase-activating activity inhibitors, confirmation, biochemical, ADP Hunter fluorescence; MgcRacGAP-stimulated Rac1 GTP hydrolysis, ADP Hunter fluorescence; higher % means a stronger effect; GST-tagged Rac1 F28L mutant substrate; inhibition, % at 30 µM, or IC50 in µM where a hit was titrated; Rac GTPase-activating protein 1 (Homo sapiens); AID 624330, 2012; 340,000 compounds, 0.6% hits;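 active = first-screen hits whose inhibition reached a set limit at any dose in the follow-up dose series; inconclusive = inhibition above the set first-screen limit but never retested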;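 note: fluorescence reports GDP produced by GAP-driven GTP hydrolysis; strong numbers were not always called active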
# SV40 large T antigen – SV40 large T antigen inhibitors, biochemical (AID 1903); inhibition, % at 20 µM; hits with a dose series show IC50 in µM; SV40 large T antigen ATPase/helicase inhibition assay; higher % means a stronger effect; 310,000 compounds, 0.39% hits; in the data active = a potency from the dose series; inconclusive = inhibition mostly from about 32% at the one dose, without a potency; inactive = the rest, 99 in 100 with inhibition below about 32%; note: strong numbers were not always called active
# GPR55 activation – GPR55 agonists via beta-arrestin recruitment, primary screen, imaging, U2OS cells, beta-arrestin-GFP redistribution (AID 1961) | G-protein coupled receptor 55 (Homo sapiens) | U2OS GPR55 beta-arrestin-GFP redistribution imaging; higher % means a stronger effect | activation, % at 10 µM; hits with a dose series show EC50 in µM | 290,000 compounds, 0.048% hits;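 active = activation above 40% with more than 50 cells counted in the well; inconclusive = wells holding fewer than 50 cells, flagged as toxic or sparse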;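 note: U2OS osteosarcoma cells stably expressing GPR55 and beta-arrestin-GFP; plate controls were DMSO negative control for no effect and LPI positive control for full effect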
# NS5 inhibitors – Dengue-2 NS5 methyltransferase inhibitors, primary screen, biochemical, confirmation dose response (AID 588689) | Genome polyprotein (Dengue virus type 2 (strain 16681-PDK53)) | Dengue-2 NS5 methyltransferase capping enzyme assay, biochemical; higher % means a stronger effect | one-dose inhibition, % at 25 µM; IC50 in µM for titrated hits | 340,000 compounds, 0.3% hits; in the data active = a potency from the dose series; inconclusive = inhibition above about 29% without an active follow-up result
# Yfh1-depleted yeast – enhancers of respiration in Yfh1-depleted yeast, dose response, Friedreich's ataxia, plus single-dose screen (AID 1465); 220,000 compounds, 0.074% hits; S. cerevisiae Yfh1-off respiration, WST-1 reduction, 72 h; higher fold induction means a stronger effect; fold induction at 50 µM; hits with a dose series show EC50 in µM;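 active = fold induction of absorbance versus untreated yeast above a set limit, then at least 30% activation at any dose in follow-up; inconclusive = repeats straddling the limit, or above it without dose testing; inactive = fold induction below the set limit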;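 note: activators that raise dye reduction in frataxin-depleted yeast; strong numbers were not always called active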
# NTR1 ag – agonists of NTR1, primary screen, imaging, U2OS cells, beta-arrestin-GFP, high content (AID 493036). Neurotensin receptor type 1 (Homo sapiens), P30989. NTR1-U2OS beta-arrestin-GFP spot imaging, agonist mode. activation, % at 20 µM. 330,000 compounds, 0.17% hits;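 active = activation at or above 40% of the spot to cytoplasm intensity ratio, with at least 20 cells analyzed; inconclusive = wells under 20 cells, flagged as cytotoxic or low count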;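 note: 0% = DMSO without peptide and 100% = 100 nM NTR1 peptide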
# Target sequence (P30989 whole entry, looked up): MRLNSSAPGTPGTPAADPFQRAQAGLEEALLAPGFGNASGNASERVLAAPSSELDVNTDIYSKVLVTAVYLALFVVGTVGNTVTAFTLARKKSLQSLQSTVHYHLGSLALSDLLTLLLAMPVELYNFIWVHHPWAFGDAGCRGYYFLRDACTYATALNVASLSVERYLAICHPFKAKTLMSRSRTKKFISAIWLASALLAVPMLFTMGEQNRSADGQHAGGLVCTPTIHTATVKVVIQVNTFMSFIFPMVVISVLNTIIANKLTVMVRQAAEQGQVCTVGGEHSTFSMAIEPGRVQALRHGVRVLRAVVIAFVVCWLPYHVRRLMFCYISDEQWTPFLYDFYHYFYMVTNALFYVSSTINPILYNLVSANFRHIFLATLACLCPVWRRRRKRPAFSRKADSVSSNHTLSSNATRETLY
# GPR55 LPI antagonism – GPR55 antagonists blocking LPI-driven arrestin recruitment, primary screen, imaging, U2OS, beta-arrestin-GFP, LPI agonist (AID 2013). U2OS GPR55 beta-arrestin-GFP translocation imaging, LPI antagonism; higher % means a stronger effect. G-protein coupled receptor 55 (Homo sapiens). 290,000 compounds, 0.13% hits. one-dose inhibition, % at 10 µM; IC50 in µM for titrated hits;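 active = spots per cell inhibited over 60%, with over 100 cells counted and total cytoplasm intensity under 500,000; inconclusive = wells with under 100 cells, flagged as likely toxic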;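 note: U2OS cells stably carrying GPR55 and arrestin-GFP stimulated by 5 µM LPI near EC80; imaged beta-arrestin-GFP aggregate spots per cell after agonist stimulation; plate controls were LPI-stimulated DMSO wells for no effect and DMSO wells without LPI for full effect; some results filed as inactive read as strong as hits; confirmed hits need IC50 under 10 µM and bright autofluorescent wells are also inconclusive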
# GPR35 antagonists – GPR35 antagonists blocking zaprinast-driven arrestin recruitment, primary screen, imaging, U2OS, beta-arrestin-GFP, zaprinast agonist (AID 2058); G-protein coupled receptor 35 (Homo sapiens); U2OS GPR35 beta-arrestin-GFP translocation imaging, zaprinast antagonism; higher % means a stronger effect; inhibition, % at 10 µM, or IC50 in µM where a hit was titrated; 290,000 compounds, 0.052% hits;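 active = inhibition of at least 50% with at least 30 cells and total cytoplasm GFP at most 10,000,000; inconclusive = under 30 cells or total GFP of 10,000,000 plus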
# AID2073 – inhibitors of Mint1-CaV2.2 protein interaction, biochemical, HTRF (AID 2073). 290,000 compounds, 0.19% hits. Voltage-dependent N-type calcium channel subunit alpha-1B (Homo sapiens). inhibition, % at 20 µM; hits with a dose series show IC50 in µM. HTRF protein-protein interaction, Mint1-CaV2.2; higher % means a stronger effect; in the data active = inhibition mostly above about 51%, no sharp cut-off; inconclusive = no clear call, values can overlap the other calls; inactive = mostly below about 53%; note: some results filed as inactive read as strong as hits
# NTR1 ag cell count 20 µM – second read-out of NTR1 ag, no call of its own (marks repeat the call); cell count; measured here: cell count, cytotoxicity flag
# NS5 inhibitors pilot replicate – second read-out of NS5 inhibitors, no call of its own (marks repeat the call); inhibition, %; measured here: pilot screen replicate inhibition
# Numbers without * were called inactive; i = inactive; u = inconclusive; x = not tested or not shown.
SMILES,Rac1 GTP hydrolysis,SV40 large T antigen,GPR55 activation,NS5 inhibitors,Yfh1-depleted yeast,NTR1 ag,NTR1 ag cell count 20 µM,GPR55 LPI antagonism,GPR35 antagonists,AID2073,others
CCCCn1c(=O)c(CCC(=O)O)nc2ccccc21,-3.9%,-10.9%,-0.1%,-2.2%,i,1.6,54,-7.5%,-15.6%,2.8%,
CCN1CCN(c2ncnc3c2sc2nc(N4CCOCC4)c4c(c23)CCC4)CC1,5.3%,x,0.6%,-2.1%,x,x,x,-0.6%,0.6%,-2.1%,
CC1CCc2nc(/C(C#N)=C/c3ccncc3)sc2C1 (stereo unspecified),6.1%,3.8%,0.0%,8.2%,i,1.9,99,3.6%,0.5%,27.9%,
O=C(O)Cc1sc(Nc2ccccc2)nc1-c1cccs1,12.7%,22.9%,-1.9%,-40.2%,i,-3.3,53,4.7%,26.5%,-0.8%,
Cn1c(=O)n(CC(=O)Nc2ccc(F)cc2)c2ccccc21,8.2%,5.0%,-0.1%,-3.2%,i,-1.5,57,7.4%,-9.8%,-2.9%,
Nn1c(SCc2cccc(Cl)c2)nnc1-c1ccncc1,9.9%,13.3%,-0.3%,-1.6%,i,0.1,56,3.1%,-14.4%,43.6%,
COC(=O)c1ccc(N2C(=O)CC(N3CCC(O)(c4ccc(Br)cc4)CC3)C2=O)cc1 (stereo unspecified),5.2%,-2.7%,0.2%,-1.6%,i,-0.6,97,-9.4%,9.7%,7.7%,
COc1ccc(N2CCN(C(=O)c3ccc(SC)cc3OC)CC2)cc1,12.9%,18.7%,-0.1%,7.3%,i,-0.2,96,4.3%,15.6%,-8.3%,
O=C1Nc2ccccc2C1=Nc1ccc(Cl)cc1,10.3%,8.1%,-0.3%,-9.9%,x,x,x,3.3%,14.2%,0.5%,
O=C(C1CCN(C2CC(=O)N(c3cccc(Cl)c3)C2=O)CC1)N1CCCC1 (stereo unspecified),6.9%,2.1%,-0.1%,x,i,-0.6,72,-8.8%,-4.2%,2.2%,
COc1ccc(Nc2ccccc2)c(C)c1,44.9µM*,28.1%,-0.2%,4.9%,i,0.0,52,4.6%,13.7%,-8.2%,
Cc1noc2ncnc(Sc3ccc(Cl)cc3)c12,-1.2%,0.0%,0.1%,-19.1%,i,8.1,71,-12.9%,3.8%,1.7%,
CC(C)OCc1c(C(=O)Nc2nccs2)oc2ccccc12,6.1%,-3.5%,1.0%,-11.1%,i,1.5,54,0.5%,7.6%,-9.7%,
O=C(CN1c2cccc3cccc(c23)S1(=O)=O)NCc1ccc2c(c1)OCO2,2.1%,15.0%,1.0%,-10.8%,i,-1.4,44,-6.6%,3.9%,9.9%,
COc1ccc(CN2CCN(C(=O)c3cccc4ccccc34)CC2)cc1Br,u,17.6%,-0.4%,0.6%,x,11.4,44,7.1%,1.6%,13.6%,
CCN(CC(=O)Nc1ccc(NC(C)=O)cc1)C(=O)c1ccc2ccccc2c1,8.8%,3.8%,x,-5.0%,x,0.8,49,x,x,x,
COC(=O)c1ccc(Nc2nc(-c3ccncc3)nc3ccccc23)cc1,4.5%,-1.6%,-0.1%,-3.9%,x,-0.4,44,5.0%,-2.7%,10.7%,
Cc1ccc(Cn2c(=O)c3ccccc3n3nc(C)cc23)cc1,7.3%,7.5%,-0.1%,0.0%,i,7.4,53,0.0%,0.9%,15.5%,
CCOC(=O)C1=C(CN2CCCCC2)NC(=O)NC1c1cc(C)ccc1C (stereo unspecified),12.6%,x,-0.1%,-4.0%,i,1.1,46,-2.2%,0.6%,0.8%,
COc1ccccc1N(CC(=O)NCCSCc1cccc(C)c1)S(=O)(=O)c1ccccc1,7.0%,8.6%,0.3%,2.9%,x,11.6,66,-1.0%,0.3%,6.3%,
Cc1cc(=O)oc(C)c1C(=O)NCc1ccccn1,7.2%,4.6%,-0.1%,0.0%,i,0.2,61,9.5%,2.2%,-16.5%,
C=CCNC(=O)CCCOc1ccc(C)cc1,10.1%,11.8%,-0.1%,-3.4%,i,-0.5,69,6.7%,-13.8%,-2.7%,
COCCNC(=O)c1cc2c(=O)n3cccc(C)c3nc2n(Cc2ccncc2)c1=N,-2.0%,-3.8%,-0.3%,1.6%,i,-2.1,52,0.7%,0.2%,19.5%,
Cc1ccccc1OCc1nnc(SCC(=O)NCc2ccco2)n1C,2.4%,10.5%,0.8%,x,i,-0.8,92,8.2%,11.6%,8.4%,
CC12CCC3C(CCC4N(CCO)CCC34C)C1CCC2O (stereo unspecified),12.5%,3.5%,0.0%,-1.9%,x,0.6,91,-7.4%,-5.1%,4.4%,

# Overlap with the part before: three compounds; new compounds follow.
SMILES,Rac1 GTP hydrolysis,SV40 large T antigen,GPR55 activation,NS5 inhibitors,Yfh1-depleted yeast,NTR1 ag,NTR1 ag cell count 20 µM,GPR55 LPI antagonism,GPR35 antagonists,AID2073,others
COCCNC(=O)c1cc2c(=O)n3cccc(C)c3nc2n(Cc2ccncc2)c1=N,-2.0%,-3.8%,-0.3%,1.6%,i,-2.1,52,0.7%,0.2%,19.5%,
Cc1ccccc1OCc1nnc(SCC(=O)NCc2ccco2)n1C,2.4%,10.5%,0.8%,x,i,-0.8,92,8.2%,11.6%,8.4%,
CC12CCC3C(CCC4N(CCO)CCC34C)C1CCC2O (stereo unspecified),12.5%,3.5%,0.0%,-1.9%,x,0.6,91,-7.4%,-5.1%,4.4%,
O=C(Nc1ncc([N+](=O)[O-])s1)c1cccc([N+](=O)[O-])c1,12.2%,4.4%,0.3%,-2.6%,i,2.2,48,0.3%,4.5%,15.7%,
Cc1ccc(Nc2nc(CSc3nnc(-c4ccncc4)n3C)cs2)cc1,10.1%,8.3%,0.2%,-6.5%,i,-0.3,51,-10.3%,-15.8%,-7.5%,
CC(Oc1ccccc1)c1ccn[nH]1 (stereo unspecified),0.6%,-1.0%,-0.1%,9.3%,i,-0.3,37,-4.2%,-2.2%,1.9%,
COc1cccc(NC(=O)C2C(c3ccccc3)C2(Cl)Cl)c1 (stereo unspecified),-7.5%,5.5%,0.0%,-1.9%,x,2.2,63,12.6%,-5.8%,0.9%,
CCOC(=O)c1ccc(NC(=O)CCOc2ccc(OC)cc2)cc1,8.8%,14.0%,-0.2%,5.0%,i,0.8,56,4.0%,8.9%,-3.8%,NS5 inhibitors pilot replicate=0.9
O=C(CCc1ccccc1)OCC(=O)c1ccc(Br)cc1,-1.3%,14.9%,0.2%,1.8%,i,-0.2,88,-4.2%,-12.6%,-4.5%,
O=C(CNC(=S)NC(=O)c1ccccc1Br)c1ccccc1,-0.6%,-9.0%,-0.2%,0.0%,i,0.3,91,-15.0%,-7.6%,33.5%,
Fc1ccccc1Nc1ncnc2c1nnn2Cc1ccccc1,3.0%,27.0%,0.5%,2.6%,x,0.0,65,1.0%,6.1%,12.6%,
C=CCOc1cccc(C(=O)N2CCCC(CNS(=O)(=O)c3cccs3)C2)c1 (stereo unspecified),4.4%,6.5%,-0.3%,-3.8%,i,-0.3,37,5.6%,21.0%,0.7%,
CCc1nc2oc3ccccc3c(=O)c2c(=O)n1Cc1ccc(OC)cc1,2.5%,-0.2%,0.3%,-4.8%,i,0.6,58,-15.5%,-8.9%,1.5%,NS5 inhibitors pilot replicate=-6.1
COc1cc(OC)c(NC(=O)c2ccc(Br)o2)cc1Cl,8.4%,1.4%,0.1%,4.1%,i,-2.0,35,-7.7%,7.1%,-0.4%,
Cc1nn(-c2ccccc2)c(N)c1N=Nc1cccnc1,3.7%,5.1%,-0.5%,x,i,1.7,78,-8.6%,-15.3%,-5.5%,
CCN1CCN(C(=O)CCc2nnc3ccc(N4CCC5(CC4)OCCO5)nn23)CC1,8.8%,5.0%,-0.2%,-0.9%,x,0.4,59,13.8%,11.2%,1.9%,
Cc1cc(NC2C3CC4CC(C3)CC2C4)n2nnnc2n1 (stereo unspecified),-0.8%,0.4%,0.3%,-2.8%,i,2.2,55,2.5%,1.6%,1.1%,
Cc1ccc(O)c(C(=O)c2cc(C#N)c(=O)n(Cc3ccccc3)c2)c1,3.8%,7.1%,-0.3%,0.0%,i,0.3,52,-6.2%,-13.7%,22.6%,
NC(=O)c1ccc(N2CCN(c3ccc(O)cc3)CC2)c([N+](=O)[O-])c1,u,8.31µM*,-0.1%,17.2%,i,-0.7,79,4.2%,-16.0%,9.6%,
CC(=O)N1CCN(C(=O)c2ccc(NS(=O)(=O)c3ccc4c(c3)OCCO4)cc2)CC1,5.2%,0.5%,x,-3.7%,x,-1.0,56,x,x,x,
Cc1ccc(/C=C2/C(=N)N3N=C(CC(=O)N4CCCC4)SC3=NC2=O)o1,-3.3%,-4.2%,-0.4%,-11.6%,x,-0.3,56,-11.9%,11.3%,2.7%,
COc1ccccc1CNC(=O)CCCC(=O)n1ncc2cc(C)ccc21,5.1%,1.4%,-0.1%,-1.4%,x,1.7,60,9.5%,-5.9%,2.0%,
Cc1ccc(S(=O)(=O)N(C)C)cc1NC(=O)Nc1ccccc1,5.1%,4.6%,0.9%,-28.5%,i,-0.2,58,-3.1%,-10.6%,4.4%,
Cc1cc(C)n(-c2ncnc3sc4c(c23)CCCC4)n1,3.8%,4.7%,-0.2%,1.4%,i,0.6,55,-6.0%,-9.1%,1.9%,

# Entries above that have fluorine:
SMILES,Rac1 GTP hydrolysis,SV40 large T antigen,GPR55 activation,NS5 inhibitors,Yfh1-depleted yeast,NTR1 ag,NTR1 ag cell count 20 µM,GPR55 LPI antagonism,GPR35 antagonists,AID2073,others
Cn1c(=O)n(CC(=O)Nc2ccc(F)cc2)c2ccccc21,8.2%,5.0%,-0.1%,-3.2%,i,-1.5,57,7.4%,-9.8%,-2.9%,
Fc1ccccc1Nc1ncnc2c1nnn2Cc1ccccc1,3.0%,27.0%,0.5%,2.6%,x,0.0,65,1.0%,6.1%,12.6%,

# Source: PubChem BioAssay (several laboratories)
